Screens as filed in PubChem BioAssay.
GPR151 ag – activates the human receptor GPR151. Q8TDV0. activation, % at 11.2 µM. 650,000 compounds, 1% hits. AID 1508602. PathHunter beta-arrestin GPR151 cells, luminescence; in the data active means activation above about 4.9%;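 further: 0% = median of compound wells and 100% = cells with positive control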
Target sequence (Q8TDV0 whole entry, looked up): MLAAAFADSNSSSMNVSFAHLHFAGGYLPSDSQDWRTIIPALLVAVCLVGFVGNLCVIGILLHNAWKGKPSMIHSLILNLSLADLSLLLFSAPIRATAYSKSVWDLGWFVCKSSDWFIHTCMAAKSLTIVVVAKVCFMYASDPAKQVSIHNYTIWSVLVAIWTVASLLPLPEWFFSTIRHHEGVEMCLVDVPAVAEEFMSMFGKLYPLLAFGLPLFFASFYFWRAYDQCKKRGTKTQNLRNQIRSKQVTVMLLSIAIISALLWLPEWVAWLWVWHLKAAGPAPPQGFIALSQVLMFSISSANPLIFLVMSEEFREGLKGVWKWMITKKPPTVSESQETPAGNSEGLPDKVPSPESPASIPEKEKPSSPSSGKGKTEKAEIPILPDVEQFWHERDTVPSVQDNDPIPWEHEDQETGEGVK
MITF primary – human MITF inhibition, primary screen; O75030; inhibition, % at 2.6 µM; 650,000 compounds, 0.91% hits; AlphaScreen MITF homodimerization, bead proximity signal; in the data active means inhibition above about 50%;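 further: 0% = vehicle wells with protein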
Target sequence (O75030 whole entry, looked up): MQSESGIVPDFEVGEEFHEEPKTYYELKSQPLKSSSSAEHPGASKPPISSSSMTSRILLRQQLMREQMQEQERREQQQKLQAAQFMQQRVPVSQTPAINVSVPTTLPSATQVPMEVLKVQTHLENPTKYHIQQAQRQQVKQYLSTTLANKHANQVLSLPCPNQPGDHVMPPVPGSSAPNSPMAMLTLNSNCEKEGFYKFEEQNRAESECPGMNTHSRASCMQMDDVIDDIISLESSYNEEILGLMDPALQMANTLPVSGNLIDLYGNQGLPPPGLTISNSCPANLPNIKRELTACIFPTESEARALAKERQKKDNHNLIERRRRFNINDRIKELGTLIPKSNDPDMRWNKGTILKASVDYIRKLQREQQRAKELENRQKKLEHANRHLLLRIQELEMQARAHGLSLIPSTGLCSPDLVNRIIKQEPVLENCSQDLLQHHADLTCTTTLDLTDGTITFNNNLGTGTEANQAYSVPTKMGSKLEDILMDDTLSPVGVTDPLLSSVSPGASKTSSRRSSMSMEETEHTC
TEAD-YAP block – TEAD-YAP interaction inhibition | HEK-TIYL cells, TEAD-Gal4/YAP UAS-luciferase luminescence | inhibition, % at 9.12 µM | 640,000 compounds, 1.4% hits | AID 1259422; in the data active means inhibition above about 32%;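 further: 0% = median of test compound wells and 100% = reference inhibitor wells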
FBW7 activator – human FBW7 E3 ligase activation, primary screen; normalized activity (activation), % at 26.1 µM; Q969H0; 650,000 compounds, 0.13% hits; AlphaScreen FBW7–phospho-cyclin E peptide binding, activator screen; in the data active means normalized activity above about 1.9%;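 further: purified mutant Fbw7 with reduced substrate affinity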
* hit, by the source's call; nt = no result given.

Keys: A = GPR151 ag; B = MITF primary; C = TEAD-YAP block; D = FBW7 activator
C=CCSc1nc(N)c2c3c(sc2n1)CN(Cc1ccccc1)CC3
  A: -0.2; B: 26; C: -12; D: 0.1
CCc1ccc2nc(C)cc(C(=O)N3CCC(n4nccc4NC(=O)C4CC4)CC3)c2c1
  A: -2.1; B: 0; C: 2; D: -0.2
COc1ccc2oc(C(=O)c3ccc(F)cc3)c(NC(=O)CN3CCCCC3)c2c1
  A: 0.6; B: -3; C: 2; D: -0.1
Cc1ccc(NC(=O)c2c(Cl)nc(Cl)c(Cl)c2Cl)cc1
  A: 0.8; B: -7; C: 23; D: -0.1
CCOC(=O)C1=C(C)NC2=C(C(=O)C(C(=O)OC)C(C)C2)C1c1ccc(SC)cc1 (centres undefined)
  A: -0.9; B: 1; C: 0; D: 0.1
Cc1ccc(NC(=O)Cn2cnc3sc(C(=O)Nc4nc5ccccc5s4)c(C)c3c2=O)cc1Cl
  A: -0.1; B: -9; C: -3; D: 0.0
O=C(N/N=C/C=C/c1ccccc1[N+](=O)[O-])c1cc(-c2cccnc2)nc2ccccc12
  A: 0.4; B: 4; C: -4; D: 0.0
CN(C)c1cccc(Nc2nc(NCCCN3CCCC3=O)c3ncn(-c4ccccc4)c3n2)c1
  A: 0.4; B: 5; C: -12; D: 0.4
C=CCN1C(=O)c2oc3ccccc3c(=O)c2C1c1ccc(OC)cc1 (centres undefined)
  A: 0.1; B: -3; C: -1; D: 0.0
CCOC(=O)C1(Cc2cccc(OC)c2)CCN(Cc2c(C)nn(C)c2Cl)CC1
  A: -1.7; B: -1; C: 17; D: -0.2

Other results
Keys: A = GPR151 ag; B = MITF primary; C = TEAD-YAP block; D = FBW7 activator
O=C(Nc1ccc2nc3n(c(=O)c2c1)CCCCC3)C(=O)Nc1ccc(F)cc1F
  A: -0.2; B: 1; C: -2; D: 0.1
Cc1ccc(C(=O)NCc2ccc3c(c2)OCO3)cc1
  A: -0.3; B: 1; C: -16; D: -0.1
COC1(OC)N=C(N)C2(C#N)C(c3cccc(OCc4ccccc4)c3)C12C#N (centres undefined)
  A: -1.2; B: 35; C: -3; D: -0.2
Cc1cccc(NC(=O)CN2C(=O)N/C(=C/c3ccc(N4CCCCC4)cc3C)C2=O)c1
  A: -0.4; B: 1; C: -9; D: 1.7
COc1ccc(Nc2nc(C)nc3sc(C)cc23)c(OC)c1
  A: -1.5; B: 13; C: 46*; D: -0.1
CCCOc1ccc(C2C(C#N)=C(C)NC3=C2C(=O)CC(C)(C)C3)cc1OC (centres undefined)
  A: 0.9; B: -16; C: -7; D: 0.1
COC(=O)Cc1ccc(NC(=S)NN2CCOCC2)cc1
  A: -0.1; B: 17; C: 0; D: 0.0
Cc1ccc(S(=O)(=O)N/N=C/c2cccc(F)c2)cc1
  A: 0.1; B: 16; C: 1; D: 0.5
O=C(N/N=C\C=C\c1ccc([N+](=O)[O-])cc1)c1ccc(Br)cc1
  A: -0.1; B: 3; C: 4; D: 0.0
COc1ccc(CNS(=O)(=O)c2ccc3c(c2)CCN3C(=O)C2CCC2)cc1
  A: -0.2; B: 13; C: 6; D: 0.1

The results go on.
Keys: A = GPR151 ag; B = MITF primary; C = TEAD-YAP block; D = FBW7 activator
CN(Cc1ccccc1)S(=O)(=O)c1ccc(NC(=O)CCSc2ccccc2)cc1
  A: 1.8; B: -7; C: 7; D: -0.4
CC/C=C\C/C=C\C/C=C\C/C=C\C=C\[C@@H](O)CCCC(=O)O
  A: -0.8; B: 4; C: nt; D: nt
CCC1SC(CC)C(=O)N(CC(=O)Nc2ccc3c(c2)OCO3)C1=O (centres undefined)
  A: -0.4; B: -3; C: -5; D: 0.0
O=C1c2ccc(Oc3ccc(Oc4ccc5c(c4)C(=O)N(c4nccs4)C5=O)cc3)cc2C(=O)N1c1nccs1
  A: -0.9; B: 10; C: 5; D: 0.0
O=C(N/N=C/c1ccc(O)cc1)c1cc(Br)ccc1O
  A: -1.7; B: 3; C: 11; D: 0.0
CCN(CC)c1ccc(/C=C(\C#N)c2nn(-c3ccccc3)c(N)c2C#N)c(OCc2ccc(Cl)cc2)c1
  A: 0.7; B: 9; C: 12; D: -0.1
CC(C)Cn1c(NCCO)nc2c1c(=O)[nH]c(=O)n2C
  A: 1.4; B: 18; C: 5; D: 0.2
O=c1oc2ccc(Br)cc2cc1-c1nnc(-c2ccncc2)o1
  A: 1.3; B: -7; C: 5; D: 0.0
CC(=O)Nc1ccc(N2C(=O)c3cccc4c(N)c(S(=O)(=O)O)cc(c34)C2=O)cc1
  A: 0.0; B: 10; C: -1; D: -0.3
CC(C)CCn1c(=O)c2sccc2n2c(CCCC(=O)NCc3ccco3)nnc12
  A: -0.5; B: 2; C: -1; D: -0.3

The results go on.
Keys: A = GPR151 ag; B = MITF primary; C = TEAD-YAP block; D = FBW7 activator
O=C(NCCCN1CCCC1=O)c1cccc(-c2ccc(N3CCOCC3)nc2)c1
  A: -0.4; B: -1; C: -31; D: -0.1
CC1CN(C(=O)N2CCC(C(=O)NCc3ccccc3)CC2)c2ccccc2O1 (centres undefined)
  A: -1.4; B: -6; C: 8; D: -0.2
Cc1ccc(CN2CC(C(=O)NNC(=O)c3cccs3)CC2=O)cc1 (centres undefined)
  A: -0.2; B: 11; C: 2; D: 0.7
CC(=O)c1cccc(-c2nc(C(=O)NCc3cccnc3)cs2)c1
  A: -1.6; B: 11; C: -6; D: 0.1
O=C(O)CCC(=O)Nc1ccc(Oc2ccccc2Cl)cc1
  A: 2.5; B: -7; C: -2; D: -0.3
O=C(Nc1cccc(Cl)c1)c1cccc(NC(=O)C(C(F)(F)F)C(F)(F)F)c1
  A: -1.6; B: -9; C: -29; D: 0.1
Cc1ccc(C(=O)NCc2nnc(SCC(=O)Nc3ccc(C)c(Cl)c3)n2C)cc1
  A: 0.0; B: 3; C: -13; D: -0.1
Cc1ccc(N(C(=O)c2ccc(OC(C)C)cc2)C2C=CS(=O)(=O)C2)cc1 (centres undefined)
  A: -0.5; B: 4; C: 7; D: 0.0
CC(NC(=O)CCC(=O)NC(C)C1COc2ccccc2O1)C1COc2ccccc2O1 (centres undefined)
  A: 1.0; B: 1; C: 7; D: -0.2
COc1ccc(NC(=O)c2sc3nc4c(cc3c2N)CCCC4)cc1
  A: 0.4; B: 9; C: -2; D: -0.1

The results go on:
Keys: A = GPR151 ag; B = MITF primary; C = TEAD-YAP block; D = FBW7 activator
COc1cc(C=O)ccc1Oc1ccc([N+](=O)[O-])cc1
  A: 1.5; B: 15; C: -8; D: 0.0
O=C(CSc1nnc2c(n1)[nH]c1ccccc12)NCc1ccccc1
  A: 2.8; B: -11; C: -7; D: 0.1
CC(=O)c1ccc(NC(=O)COc2ccc(Cl)cc2)cc1
  A: 0.4; B: -6; C: -18; D: 0.0
COc1ccccc1-c1nc2cc(NC(=O)c3ccc(Cl)cc3Cl)ccc2o1
  A: 0.8; B: 6; C: -3; D: -0.1
O=C(Nc1ccc(O)c(-c2nc3ccccc3o2)c1)c1ccc(Cl)c(Cl)c1
  A: -0.2; B: -15; C: -3; D: -0.1
Nc1cc(S(=O)(=O)Nc2ccc(SC(F)F)cc2)ccc1Cl
  A: -0.9; B: -4; C: 3; D: -0.2
CCC(Sc1ccc2nnc(-c3ccccn3)n2n1)C(=O)O (centres undefined)
  A: 1.6; B: 14; C: -2; D: -1.8
COc1ccc(C)cc1NC(=O)c1cc2c(=O)oc3ccccc3c2s1
  A: 0.1; B: 6; C: 12; D: -0.1
O=C(Cn1cnc2c(cnn2-c2ccc(F)cc2)c1=O)N1CCCCC1
  A: 2.8; B: 15; C: 5; D: 0.0
c1ccc(-n2nnnc2COc2cccc3ccccc23)cc1
  A: -1.2; B: 3; C: 2; D: -0.1

The listing continues.
Keys: A = GPR151 ag; B = MITF primary; C = TEAD-YAP block; D = FBW7 activator
CCCCc1ccc(NC(=S)NC(=O)c2cccs2)cc1
  A: 0.8; B: -9; C: -14; D: -0.1
CCOC(=O)c1c(NC(C)=O)sc(C(=O)N(CC)CC)c1C
  A: 0.6; B: 4; C: -9; D: 0.0
CCC(C)c1ccc(NC(=O)CN2c3cccc4cccc(c34)S2(=O)=O)cc1 (centres undefined)
  A: -0.5; B: -7; C: 9; D: 0.1
COC(CNC(=O)C1CCN(S(=O)(=O)N2CCOCC2)CC1)OC
  A: 0.2; B: -1; C: -5; D: -0.1
CCc1cc(Br)ccc1NC(=O)CCN1C(=O)C2C3CCC(C3)C2C1=O (centres undefined)
  A: 0.1; B: 5; C: 4; D: 0.3
COc1ccc(C2C=C(c3cccnc3)Nc3nnnn32)c(OC)c1 (centres undefined)
  A: 0.2; B: 21; C: 4; D: 0.2
CN(C)c1cccc(C(=O)Nc2nnc(SCc3ccc(C#N)cc3)s2)c1
  A: -2.3; B: 5; C: -39; D: 0.6
O=C(CCCOc1ccc(Cl)cc1Cl)Nc1ccc(S(=O)(=O)Nc2ncccn2)cc1
  A: -1.4; B: -1; C: -15; D: -0.1
O=C(NN1C(=O)C2C3C=CC(C4CC34)C2C1=O)c1ccc(Cl)c(Cl)c1 (centres undefined)
  A: -0.9; B: 13; C: -2; D: 0.2
O=C(Nc1cc2c(ccc3ccccc32)oc1=O)c1ccc([N+](=O)[O-])cc1
  A: -0.2; B: 6; C: -2; D: 0.1

Some of the entries so far, tab-delimited.
smiles	GPR151 ag	MITF primary	TEAD-YAP block	FBW7 activator
O=C(Nc1cc2c(ccc3ccccc32)oc1=O)c1ccc([N+](=O)[O-])cc1	-0.2	6	-2	0.1
O=C(CCCOc1ccc(Cl)cc1Cl)Nc1ccc(S(=O)(=O)Nc2ncccn2)cc1	-1.4	-1	-15	-0.1
CN(C)c1cccc(C(=O)Nc2nnc(SCc3ccc(C#N)cc3)s2)c1	-2.3	5	-39	0.6
COc1ccc(C2C=C(c3cccnc3)Nc3nnnn32)c(OC)c1 (centres undefined)	0.2	21	4	0.2
CCOC(=O)c1c(NC(C)=O)sc(C(=O)N(CC)CC)c1C	0.6	4	-9	0.0
O=C(NN1C(=O)C2C3C=CC(C4CC34)C2C1=O)c1ccc(Cl)c(Cl)c1 (centres undefined)	-0.9	13	-2	0.2
CCCCc1ccc(NC(=S)NC(=O)c2cccs2)cc1	0.8	-9	-14	-0.1

New compounds follow.
Keys: A = GPR151 ag; B = MITF primary; C = TEAD-YAP block; D = FBW7 activator
CC(=O)OC(C(=O)Nc1nncs1)c1c(F)cccc1F (centres undefined)
  A: -1.1; B: 14; C: 13; D: 0.1
O=C(CSc1nc2ccccc2n1S(=O)(=O)c1ccccc1)Nc1ccc(Oc2ccccc2)cc1
  A: 0.3; B: 29; C: -4; D: 0.0
COc1ccc(C2C(O)C(c3c[nH]c4ccccc34)=NN2C(=O)Cn2ccsc2=N)cc1 (centres undefined)
  A: -1.0; B: -2; C: -4; D: -0.1
CC1=C(C#N)C(c2ccc(O)cc2)C2=C(CCCC2=O)N1 (centres undefined)
  A: -0.3; B: -6; C: 1; D: -0.1
Nc1ccc2nn(-c3ccccc3)nc2c1[N+](=O)[O-]
  A: 0.1; B: 19; C: -47; D: 1.4
O=C(COc1ccc2ccc(=O)oc2c1)NC1CCCC1
  A: 0.1; B: 0; C: 9; D: -0.1
CCC1CN(CCNC(=O)c2ccc(N3CCOCC3)cc2)Cc2cc(OC)ccc2O1 (centres undefined)
  A: -1.4; B: 14; C: 3; D: 0.2
COc1ccc(CCNC(=O)CSc2nc3c(sc(=S)n3Cc3ccco3)c(=O)n2-c2ccc(F)cc2)cc1OC
  A: -1.6; B: 2; C: 14; D: -0.1
Cc1cc(-c2cn[nH]c2C2CCCN(C(=O)C3(c4ccccc4)CC3)C2)on1 (centres undefined)
  A: 0.5; B: 9; C: 2; D: 0.0
C/C(=N/N=C1/NC(=O)CC(C(=O)O)S1)c1ccccc1 (centres undefined)
  A: -0.2; B: -10; C: 6; D: 0.0

Remaining list, next part:
Keys: A = GPR151 ag; B = MITF primary; C = TEAD-YAP block; D = FBW7 activator
COc1cc(Cl)c(C)cc1NS(=O)(=O)c1c(C)noc1C
  A: -0.9; B: -2; C: -2; D: -0.2
Oc1c(C(c2ccncc2)N2CCCCC2)ccc2cccnc12 (centres undefined)
  A: 0.1; B: 72*; C: 15; D: -0.2
COc1ccc(/C=C2/SC(=S)N(C)C2=O)c2ccccc12
  A: -1.0; B: 7; C: 2; D: -0.1
COc1ccccc1NC(=O)c1cnc(Nc2ccccc2OC)c2ccccc12
  A: 1.2; B: -5; C: 45*; D: 0.6
NC(=O)C1CCN(S(=O)(=O)c2ccc(F)cc2F)CC1
  A: 1.4; B: -4; C: -6; D: 0.0
COc1ccc2nc(NC(=O)c3ccc(S(=O)(=O)N(C)C)cc3)sc2c1
  A: 0.4; B: 1; C: 5; D: -0.1
Cc1cccc(C(=O)Nc2ccc3c(c2)OCCO3)c1
  A: 2.2; B: -1; C: -1; D: 0.0
CC(=O)c1ccc(N=C2SCCCN2C(=O)C2CCCC2)cc1
  A: 1.3; B: -12; C: -7; D: 0.0
NC(=O)COc1c(-c2ccccc2)oc2ccccc2c1=O
  A: 0.2; B: -11; C: -4; D: -0.2
